DNA FID counter: counter-screen for HCV NS3 helicase inhibitors: DNA intercalator displacement; AID 1845; hit rate 0.17% among 290,000; DNA fluorescent intercalator displacement, fluorescence; inhibition, % at 7.9 µM; in the data active = inhibition above about 37%;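 note: 0% = vehicle and 100% = reference compound; higher means more ethidium bromide displaced from hairpin DNA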
NS3 helicase inh: inhibitors of Hepatitis C virus NS3 helicase | NS3 helicase DNA unwinding, Cy5 molecular beacon fluorescence | inhibition, % at 10.9 µM | hit rate 0.56% among 290,000 | AID 1800;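 active = inhibition above the mean of all tested compounds plus 3 SD, set per campaign, cut at about 35% in these data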;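 note: 0% = DMSO wells and 100% = thioflavine S control wells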
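Test system: hepatitis C virus NS3 helicase domain fragment enzyme. Also added: annealed dual-labelled DNA beacon duplex, ATP-started. Timing: 60 min unwinding reaction at 25 °C after ATP addition. Technique: Cy5 fluorescence. Measure: % inhibition of unwinding.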
VIM-2 inh: blocks Pseudomonas aeruginosa VIM-2 metallo-beta-lactamase. purified VIM-2, nitrocefin hydrolysis, epi-absorbance fluorescence. hit rate 0.89% among 290,000. inhibition, % at 5.6 µM. AID 1527;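 active = inhibition above the mean of all tested compounds plus 3 SD, cutoff set per screening run, cut at about 7.5% in these data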;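 note: red hydrolysis product quenches plate fluorescence so inhibitors raise well fluorescence; 0% = enzyme with DMSO and 100% = DMSO without enzyme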
GalR3 antag: human GalR3 antagonism | O60755 | inhibition, % at 3 µM | HEK293 GalR3-CNG cAMP membrane potential fluorescence; galR3 body fused to GalR1 C-terminus | AID 651719 | hit rate 0.44% among 360,000;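 active = inhibition above the screen-wide average plus 3 SD, cut at about 13% in these data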;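 note: forskolin and galanin both at EC90 stimulate the cells; cAMP rise reported by CNG channel membrane potential dye signal; 0% = forskolin plus galanin with DMSO and 100% = forskolin alone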
V1aR counter: activates human V1a receptor in oxytocin agonist counter-screen; hit rate 0.25% among 320,000; activation, % at 3 µM; CHO-V1R cells, Fluo-8 calcium fluorescence, agonist mode; 0% DMSO, 100% 3 nM vasopressin; P37288; AID 2797;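 active = activation above the mean activation of all tested compounds plus 3 SD, per screening run, cut at about 20% in these data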;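 note: signal is peak over basal fluorescence ratio across a 100 second FLIPR read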
Target sequence (P37288 whole entry, looked up): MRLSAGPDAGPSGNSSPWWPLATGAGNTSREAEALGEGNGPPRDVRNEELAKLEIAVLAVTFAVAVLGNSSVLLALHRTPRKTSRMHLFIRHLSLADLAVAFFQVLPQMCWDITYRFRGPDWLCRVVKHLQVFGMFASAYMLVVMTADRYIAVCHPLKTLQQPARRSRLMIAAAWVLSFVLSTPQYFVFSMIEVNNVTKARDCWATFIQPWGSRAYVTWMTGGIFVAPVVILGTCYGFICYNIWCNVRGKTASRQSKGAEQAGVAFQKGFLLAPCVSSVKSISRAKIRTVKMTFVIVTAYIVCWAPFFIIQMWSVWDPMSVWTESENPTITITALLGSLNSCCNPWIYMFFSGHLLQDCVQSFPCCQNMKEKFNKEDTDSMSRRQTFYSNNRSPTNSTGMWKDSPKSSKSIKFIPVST
PHOSPHO1 inh: blocks human PHOSPHO1 phosphatase activity. recombinant PHOSPHO1, absorbance phosphatase assay. inhibition, % at 13.3 µM. hit rate 1.1% among 290,000. AID 1565; in the data active = inhibition above about 60%
Target sequence (Q8TCT1 whole entry, looked up): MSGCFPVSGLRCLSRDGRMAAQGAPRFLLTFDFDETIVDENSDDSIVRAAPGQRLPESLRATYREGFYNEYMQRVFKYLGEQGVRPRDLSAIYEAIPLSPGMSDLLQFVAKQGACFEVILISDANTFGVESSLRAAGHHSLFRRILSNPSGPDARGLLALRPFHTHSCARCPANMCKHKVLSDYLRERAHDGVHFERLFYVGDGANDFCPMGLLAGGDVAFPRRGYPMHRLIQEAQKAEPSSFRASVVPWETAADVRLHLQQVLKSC
GPR7 antag: human neuropeptides B/W receptor 1 antagonism. P48145. GPR7-expressing cells, fluorescence antagonist assay. inhibition, % at 4.4 µM. hit rate 1.1% among 290,000. AID 1861; in the data active = inhibition above about 16%, passing the limit was not always enough;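 note: cells stimulated with the agonist NPW; 0% = agonist with vehicle and 100% = vehicle without agonist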
IMP-1 inh: inhibitors of Pseudomonas aeruginosa IMP-1 metallo-beta-lactamase; AID 1556; hit rate 0.45% among 290,000; inhibition, % at 5.6 µM; purified IMP-1, nitrocefin hydrolysis, epi-absorbance fluorescence;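 active = inhibition above the mean plus 3 SD of all compounds in the same screening run, cut at about 4.5% in these data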;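 note: 0% = IMP-1 with DMSO and 100% = DMSO wells lacking enzyme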
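System: Purified IMP-1 | Read-out basis: Percent enzyme inhibition | Controls: IMP-1 with DMSO as 0%, enzyme-free DMSO as 100% | Replicates: One well per compound | Doses: 5.6 µM nominal single concentration | Detection: Epi-absorbance fluorescence, 480 nm excitation, 530 nm emission | Incubation: 25 °C, 15 min preincubation, 25 min reaction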
OXTR ag: human OXTR agonism. hit rate 0.32% among 320,000. AID 2435. activation, % at 3 µM. CHO-OTR cells, Fluo-8 calcium fluorescence; normalized: DMSO 0%, oxytocin 100%;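 active = activation above the mean of all tested compounds plus 3 SD, cutoff set per screening run, cut at about 20% in these data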;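 note: peak over basal fluorescence ratio from a 100 s FLIPR kinetic read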
Target sequence (P30559 whole entry, looked up): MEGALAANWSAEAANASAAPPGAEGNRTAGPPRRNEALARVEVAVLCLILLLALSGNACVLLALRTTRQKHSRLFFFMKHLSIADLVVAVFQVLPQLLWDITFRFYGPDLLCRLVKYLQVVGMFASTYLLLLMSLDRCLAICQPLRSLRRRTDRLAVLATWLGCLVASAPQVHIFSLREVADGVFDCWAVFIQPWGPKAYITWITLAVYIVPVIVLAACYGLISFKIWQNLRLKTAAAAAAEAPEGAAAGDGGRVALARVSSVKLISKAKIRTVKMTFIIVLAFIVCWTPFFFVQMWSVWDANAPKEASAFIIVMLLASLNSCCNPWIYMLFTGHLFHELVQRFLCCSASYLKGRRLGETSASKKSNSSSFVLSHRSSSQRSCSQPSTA
* marks the source's active call; other numbers are inactive results; x = not tested or not shown.

Molecule	DNA FID counter	NS3 helicase inh	VIM-2 inh	GalR3 antag	V1aR counter	PHOSPHO1 inh	GPR7 antag	IMP-1 inh	OXTR ag
C=C(C)C1CC=C(C)/C(=N/NC(=O)CCCNc2cccc(C)c2)C1 (stereo unspecified)	-15	-1	-1.9	-3	-0.2	50	-9	-2.8	-1.6
COc1cccc(CC(=O)N2CCC(CCC(=O)Nc3cccc(OC)c3)CC2)c1	-48	2	0.5	-11	4.5	24	17	-1.9	6.9
Cc1cc(CN(C)C(=O)CC2C(=O)NCCN2Cc2c(F)cccc2Cl)n[nH]1 (stereo unspecified)	-12	-8	-2.1	-6	0.0	24	-16	-1.1	-0.7
O=C(Nc1ccccc1)c1cccc(S(=O)(=O)Nc2ccccn2)c1	0	0	-1.9	-8	0.0	11	-7	-1.8	-0.8
Cc1nc2c(C(=O)Nc3ccc(N4CCCC(O)C4)cc3)snc2c(=O)[nH]1 (stereo unspecified)	-2	-7	-1.1	5	0.0	28	4	-1.1	0.1
COc1cc(OC)cc(-c2nc3ccccc3c(=O)n2NC(=O)c2cccnc2Cl)c1	-5	3	-3.6	-5	0.1	-1	-7	-3.0	0.1
COc1ccc(N2C3=[N+](CC2(C)O)c2ccccc2CC3)cc1 (stereo unspecified)	1	3	-0.3	-7	0.1	9	-5	-2.8	0.2
c1ccc(CSc2nnc(Cc3ccccc3)o2)cc1	-17	8	-1.8	0	-0.4	38	5	-2.6	-2.7
COC(=O)C(Cc1ccc(OC(=O)c2ccccc2C)cc1)N1Cc2ccccc2C1=O (stereo unspecified)	-25	-13	-0.1	-7	5.3	-18	2	-2.5	5.8
Cc1ccc(Cn2nnc3c(=O)n(CC(=O)c4ccccc4)cnc32)cc1	-8	-4	-2.9	x	3.3	-9	-9	-4.0	5.5
CC1(C)CC(=O)C=C(Nc2ccccn2)C1	-4	1	-3.2	-4	0.1	22	-6	-2.2	-1.0
CC(C)CC(NC(=O)C(Cc1ccc(OCc2ccccc2)cc1)NC(=O)OC(C)(C)C)C(N)=O (stereo unspecified)	-40	-10	-1.6	-3	0.8	-26	-13	-3.4	-0.7
CCOC(=O)C(C(=O)Nc1cccc(C)n1)C1CCCCC1 (stereo unspecified)	-16	-1	-4.3	-4	-1.5	-5	2	-4.9	-3.2
Cc1c(F)cccc1NS(=O)(=O)c1ccccc1C#N	-1	-1	-0.8	-10	0.2	-16	3	-0.1	0.7
Cc1cc(C)nc(N/C(=N/S(=O)(=O)Cc2ccccc2)Nc2ccccc2)n1	-2	-13	-2.4	-4	0.1	7	-9	-1.4	0.8
CN(C)c1ccc(/C=N/NC(=O)c2ccc(Cl)cc2)cc1	-4	2	-12	-8	-0.7	0	-16	-2.7	-0.7
CC(C)(C)c1ccc(C(=O)CC(Sc2ccc(Cl)cc2)C(=O)O)cc1 (stereo unspecified)	-9	16	-1.1	-3	0.1	34	2	0.5	-0.6
COc1ccc(C2CC(C(F)(F)F)n3nc(C(N)=O)c(Cl)c3N2)cc1OC (stereo unspecified)	2	1	-1.0	3	0.1	-10	-10	-2.6	0.9
O=C(COC(=O)[C@@H]1CCCN1S(=O)(=O)c1ccc(Cl)cc1)NC12CC3CC(CC(C3)C1)C2	-20	-10	-2.9	-4	4.1	-2	-12	-4.0	-1.2
Cc1noc(C)c1-c1nc(CS(=O)(=O)c2ccc(Cl)cc2)no1	-5	3	1.4	-4	-1.1	25	0	-1.0	-1.8
Cc1ccc(C2(C)NC(=O)N(CC(=O)Nc3cccnc3Cl)C2=O)cc1 (stereo unspecified)	-18	8	-3.0	-5	7.6	28	4	-2.2	6.7
CCOC(=O)CN(Cc1ccc(OC)c(OC)c1)S(=O)(=O)c1ccc(OC)cc1	-25	-2	-5.1	-9	3.1	-3	15	0.5	2.7
C[N+]1=C2CCCCCN2C(O)(c2ccccc2)C1 (stereo unspecified)	-1	-1	1.3	2	0.1	86*	11	-1.8	0.2
O=C(O)CCSc1nnc(SCC(=O)NCC(F)(F)F)s1	-3	-7	-1.3	-1	0.2	11	-2	-2.5	1.1
Cc1cc(S(=O)(=O)Nc2cccnc2)c(Cl)cc1Cl	-7	12	1.2	-8	1.4	x	6	-2.5	-0.3

Continued, starting with the last 2 of the part before.
Molecule	DNA FID counter	NS3 helicase inh	VIM-2 inh	GalR3 antag	V1aR counter	PHOSPHO1 inh	GPR7 antag	IMP-1 inh	OXTR ag
O=C(O)CCSc1nnc(SCC(=O)NCC(F)(F)F)s1	-3	-7	-1.3	-1	0.2	11	-2	-2.5	1.1
Cc1cc(S(=O)(=O)Nc2cccnc2)c(Cl)cc1Cl	-7	12	1.2	-8	1.4	x	6	-2.5	-0.3
Cn1nc(C(=O)Nc2ccc(S(=O)(=O)Nc3ncccn3)cc2)ccc1=O	-4	-3	0.0	2	1.1	20	-4	4.1	0.7
C[C@H](NC(=O)[C@@H]1Cc2ccccc2CN1C(=O)OC(C)(C)C)C(=O)NCC1CCCO1 (stereo partly specified)	-32	8	-1.9	-9	-0.1	27	-1	-3.1	-1.3
Cc1ccc(C(=O)O)cc1N=Cc1cc(Br)cc(Br)c1O	-2	10	-3.7	x	0.7	0	-8	-2.2	0.2
CC(=O)Nc1ccc(S(=O)(=O)N2CCN(C(=O)c3ncoc3-c3cccc(F)c3)CC2)cc1	-16	0	-0.8	-9	3.7	32	-1	-2.4	4.0
CN(C)C(=O)CN1CCN(c2nc3nonc3nc2N2CCCCC2)CC1	-9	5	-0.6	0	1.4	23	-16	-1.6	0.9
Cc1cccc(CNc2ccc(C(CC(N)=O)NC(=O)c3cccc(Br)c3)cc2[N+](=O)[O-])c1 (stereo unspecified)	x	x	x	-1	0.1	11	x	x	-0.8
Cc1cc(/C=N\NC(=O)CC(=O)NC2CCCCC2)c(C)n1-c1ccc(Cl)c(Cl)c1	-21	3	-5.4	1	0.9	36	4	-1.7	3.2
CC1CN(C(=O)c2cc3c(=O)n4ccccc4nc3s2)CC(C)O1 (stereo unspecified)	-15	14	-0.1	0	-0.2	20	-8	-1.6	0.4
Cc1oc(C(C)(C)C)cc1C(=O)NCC(=O)NCC(=O)O	3	5	-3.2	-3	1.1	18	6	-1.4	1.8
O=C(NC1CCCC1)C(c1ccncc1)N(Cc1ccccc1F)C(=O)c1csnn1 (stereo unspecified)	-25	5	-0.7	-9	-0.5	35	13	0.7	-1.0
O=C(c1nnc(-c2ccc(Cl)cc2)o1)C1CCCC1	3	9	-2.4	1	-0.1	10	-2	-1.4	-2.4
CCOC(=O)c1ccc(NC(=O)CSC2=NN3CCCC(=O)N=C3S2)cc1	-11	3	-1.1	-1	10	18	-6	-1.8	7.2
Cc1onc(-c2ccccc2Cl)c1C(=O)N1CCCc2ccccc21	-16	-8	0.8	-3	-1.9	-14	-5	-3.0	-1.9
COc1ccc(OC)c(S(=O)(=O)N/N=C(/C)c2c[nH]c3ccccc23)c1	-2	-13	-1.4	-5	x	41	6	-1.8	x
C/C(=N/NS(=O)(=O)c1ccc(Cl)cc1)c1cccc(O)c1	0	-3	-4.6	-2	2.1	21	-5	-3.0	1.5
O=C(COc1cccc2ccccc12)N1CCN(c2ccccn2)CC1	-28	-9	-0.8	-7	-0.1	2	15	-2.8	0.1
CCOc1ccc(C(=O)NC(C)(C)CC)cc1	-5	-5	0.3	-1	-0.1	16	-5	0.0	-1.2
COC(=O)c1ccc2nc(NC(=O)CN3C(=O)CCC3=O)sc2c1	1	0	-1.7	3	0.3	71*	-10	-2.5	0.2
COc1ccc(C(CNC(=O)Nc2cccc(C)c2)N2CCN(C)CC2)cc1 (stereo unspecified)	23	4	-1.7	-3	-0.8	13	-1	-1.6	-0.5
Cc1c(C(=O)CN2CCSCC2)c2ccccc2n1C	2	3	-1.0	1	-0.4	14	-5	-3.8	-1.8
O=C(CSc1nc2ccccc2s1)NC(=O)NCc1ccco1	-19	15	-1.8	-2	-0.1	x	0	-1.1	-1.1
O=C(Nc1ccccc1-c1ccccc1)c1cnccn1	-7	-2	-2.6	-1	-1.4	-11	-9	-2.7	7.9
O=C(c1cccs1)N1CCN(Cc2ccccn2)CC1	5	1	-5.8	-1	0.3	1	-6	-5.1	1.0
CSc1ccc(CN(C)C(=O)C(Cc2ccccc2)NC(=O)c2ccccc2)cc1 (stereo unspecified)	-27	-8	-3.0	-2	2.8	-6	11	-3.0	-0.3
N#Cc1c(Cl)cccc1N1CCCC1	-3	-6	-0.2	-2	-0.8	39	-13	-1.3	-4.3

Filtered by structure, those above containing a furan ring, fused or not.
Molecule	DNA FID counter	NS3 helicase inh	VIM-2 inh	GalR3 antag	V1aR counter	PHOSPHO1 inh	GPR7 antag	IMP-1 inh	OXTR ag
Cc1oc(C(C)(C)C)cc1C(=O)NCC(=O)NCC(=O)O	3	5	-3.2	-3	1.1	18	6	-1.4	1.8
O=C(CSc1nc2ccccc2s1)NC(=O)NCc1ccco1	-19	15	-1.8	-2	-0.1	x	0	-1.1	-1.1

(cont.)
Molecule	DNA FID counter	NS3 helicase inh	VIM-2 inh	GalR3 antag	V1aR counter	PHOSPHO1 inh	GPR7 antag	IMP-1 inh	OXTR ag
O=C(CC1(O)C(=O)Nc2ccccc21)c1ccccc1 (stereo unspecified)	-8	15	-1.4	1	0.0	5	-13	-3.0	0.4
O=C(O)CSc1nnc(-c2ccccc2O)n1Cc1ccccc1	-14	11	2.0	-4	-0.4	55	7	-1.6	-0.8
COc1ccc(-c2noc(CCC(=O)NC3CCN(Cc4ccccc4)CC3)n2)cc1	13	-3	-2.4	-8	8.6	13	12	-3.7	7.9
CCOC(=O)C1=C(O)/C(=C/c2ccc(OCC(=O)O)c(OCC)c2)SC1=Nc1ccc(C)cc1	-19	24	-4.2	-1	-1.2	22	-3	-3.2	-1.7
Cc1cccc(-n2ccnc2SCC(=O)Nc2nccs2)c1	-11	-5	-3.5	5	-0.1	38	-4	-2.9	-0.3
C/C(=N\NC(=O)c1ccn[nH]1)c1cn(C)nc1C	-4	-1	-3.2	-5	1.1	-4	-5	-3.2	1.3
CSc1nc2ccc(NS(=O)(=O)c3cccc(Cl)c3Cl)cc2s1	-7	-7	-2.8	-6	2.7	4	-9	-3.3	0.8

Single entries from the results shown:
COc1ccc(-c2noc(CCC(=O)NC3CCN(Cc4ccccc4)CC3)n2)cc1 in GalR3 antag → -8
CCOC(=O)C1=C(O)/C(=C/c2ccc(OCC(=O)O)c(OCC)c2)SC1=Nc1ccc(C)cc1 in IMP-1 inh → -3.2

Profiles as entered above. Order of screens: DNA FID counter | NS3 helicase inh | VIM-2 inh | GalR3 antag | V1aR counter | PHOSPHO1 inh | GPR7 antag | IMP-1 inh | OXTR ag
O=C(O)CSc1nnc(-c2ccccc2O)n1Cc1ccccc1 as listed: -14 | 11 | 2.0 | -4 | -0.4 | 55 | 7 | -1.6 | -0.8
CCOC(=O)C1=C(O)/C(=C/c2ccc(OCC(=O)O)c(OCC)c2)SC1=Nc1ccc(C)cc1 as listed: -19 | 24 | -4.2 | -1 | -1.2 | 22 | -3 | -3.2 | -1.7

Rows are unselected; about 4.3% have a hit in one of these screens.
